# High-throughput results deposited in PubChem by National Center for Advancing Translational Sciences (NCATS).
# CHX counter – Cycloheximide Counterscreen for Small Molecule Inhibitors of Shiga Toxin | AID 2314, 2010 | cell reporter, cycloheximide protein synthesis inhibition counterscreen | max response, % | 300,000 compounds, 12% hits; in the data active = max response mostly above about 13%, no sharp cut-off; inactive = mostly below about 14%; also: read at 38.3 µM for the half of the compounds with a filed dose; 0% is about no effect
# Shiga inhibitor – A qHTS for Small Molecule Inhibitors of Shiga Toxin; Vero cells, Shiga toxin protein synthesis inhibition reporter; 290,000 compounds, 9.2% hits; inhibition, % at 38.7 µM; AID 2315, 2010; in the data active = inhibition mostly above about 28%, no sharp cut-off; inactive = mostly below about 43%; also: 0% is about no effect
# Pf growth 48h – Primary qHTS for delayed death inhibitors of the malarial parasite plastid, 48 hour incubation | P. falciparum luciferase growth in erythrocytes, 48 h | 310,000 compounds, 5.9% hits | Potency, µM (highest dose often 28.7 µM), without a hit: at the highest dose activity change, negative = inhibition, most hits filed as inhibitors | AID 504832, 2011; also: potency is read from the fitted curve at half-maximal effect; % is scaled to controls: 0 for no effect and ±100 for the full control effect
#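 Growth was read as firefly luciferase luminescence after a 48 h, 37 C, 5% CO2 exposure of compounds to reporter-bearing P. falciparum cultures (0.1% parasitemia, 2% hematocrit final) in Albumax-supplemented RPMI 1640.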
# Tb PYK inh – qHTS of Trypanosoma Brucei Inhibitors; 410,000 compounds, 0.12% hits; Potency, µM (doses to about 76.8 µM), inactives show at the top dose activity, negative = inhibition, actives largely listed as inhibitors; pyruvate kinase (Trypanosoma brucei), Q57TT1; TbPYK enzyme, Kinase-Glo Plus ATP luminescence, 45 min; also: potency is read from the fitted curve at half-maximal effect; % is scaled to controls: 0 for no effect and ±100 for the full control effect; nearly all actives have a fitted effect of over 50% in size
#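 Assay buffer: 50 mM TEA pH 7.2, 100 mM KCl, 10 mM MgCl2, 0.05% BSA, 0.01% Tween-20. Pyruvate kinase from T. brucei plus substrate met compound, then ADP (130 uM final). Luminescence was read post 45 min RT.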
# Pf growth 96h – Primary qHTS for delayed death inhibitors of the malarial parasite plastid, 96 hour incubation; P. falciparum luciferase reporter growth, 96 h; Potency, µM (series often up to 28.7 µM), for inactives: top-dose activity change, negative = inhibition, usual class: inhibitors; 320,000 compounds, 6.9% hits; AID 504834, 2011; also: potency is read from the fitted curve at half-maximal effect; % is scaled to controls: 0 for no effect and ±100 for the full control effect
#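 Infected RBCs, 2% Hct / 0.05% parasitemia final; luciferase-reporter P. falciparum; cpd 96 h, 37 C, 5% CO2; luciferase detection reagent; luminescence.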
# AmpC inh no detg – qHTS Inhibitors of AmpC Beta-Lactamase (assay without detergent) | P00811 | AmpC nitrocefin hydrolysis, absorbance 480 nm, 0.0001% Triton | Potency, µM (top dose mostly 57.1 µM), inactives show at the highest dose activity change, negative = inhibition, most hits filed as inhibitors | 330,000 compounds, 0.52% hits | AID 485341, 2010;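 also: potency is read from the fitted curve at half-maximal effect; plate controls were no compound for no effect and no enzyme for full effect; nearly all actives have a fitted effect of over 20% in size; some results filed as inactive show a strong effect at the top dose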
# Target sequence (P00811 whole entry, looked up): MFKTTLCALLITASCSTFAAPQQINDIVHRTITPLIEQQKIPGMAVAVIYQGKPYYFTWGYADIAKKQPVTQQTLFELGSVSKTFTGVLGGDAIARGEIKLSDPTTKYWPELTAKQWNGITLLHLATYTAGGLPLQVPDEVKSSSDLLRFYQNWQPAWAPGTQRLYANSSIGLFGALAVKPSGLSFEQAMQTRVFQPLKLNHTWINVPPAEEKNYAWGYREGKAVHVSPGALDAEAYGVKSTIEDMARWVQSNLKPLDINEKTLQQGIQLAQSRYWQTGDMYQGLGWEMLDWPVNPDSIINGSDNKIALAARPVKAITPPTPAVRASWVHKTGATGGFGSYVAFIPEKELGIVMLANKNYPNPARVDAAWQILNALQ
#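 AmpC (5.3 nM in the dispensed reagent) in 20 mM phosphate pH 7.0 with 0.01% (detergent screen) or 0.0001% Triton X-100 was preincubated with compounds for 15 min at room temperature. Nitrocefin was then added from an 800 uM solution, and hydrolysis was followed at 480 nm.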
# LmPK inh – qHTS Assay for Inhibitors of Leishmania Mexicana Pyruvate Kinase (LmPK); Q27686; 290,000 compounds, 0.37% hits; purified LmPK, Kinase-Glo ATP luminescence, 1 h; Potency, µM (doses to about 57.5 µM), for the others: top-dose activity change, negative = inhibition, most hits filed as inhibitors; also: potency is read from the fitted curve at half-maximal effect; % is scaled to controls: 0 for no effect and ±100 for the full control effect
# Target sequence (Q27686 whole entry, looked up): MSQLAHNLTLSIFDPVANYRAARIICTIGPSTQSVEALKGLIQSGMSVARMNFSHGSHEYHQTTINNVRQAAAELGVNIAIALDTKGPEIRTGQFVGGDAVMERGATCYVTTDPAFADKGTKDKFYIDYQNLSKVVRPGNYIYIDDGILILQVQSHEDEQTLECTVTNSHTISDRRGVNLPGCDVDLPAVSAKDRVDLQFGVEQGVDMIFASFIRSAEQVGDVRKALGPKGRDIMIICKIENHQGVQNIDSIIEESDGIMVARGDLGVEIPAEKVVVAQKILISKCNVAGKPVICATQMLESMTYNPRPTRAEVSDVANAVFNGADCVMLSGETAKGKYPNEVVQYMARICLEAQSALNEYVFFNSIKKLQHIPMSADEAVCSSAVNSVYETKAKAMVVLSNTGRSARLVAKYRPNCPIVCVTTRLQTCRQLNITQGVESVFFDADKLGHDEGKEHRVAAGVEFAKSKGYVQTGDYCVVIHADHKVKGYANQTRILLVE
#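 Kinase-Glo luminescence read after 1 h RT reaction of 0.1 nM LmPK with 0.5 mM PEP and 0.1 mM ADP. Activity scaled between uninhibited and enzyme-free controls.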
# * = called active by the depositor; u = inconclusive; x = no result given; & = joins results of further samples; [ ] = remark or other dose. Unless noted, calls follow the shape of the dose curve; as a rule, active = well fitted curve in the direction sought with a large enough effect; inconclusive = small, poorly fitted or top-dose-only effect, or another doubt; inactive = no such curve, though single readings can be large; an effect the other way counts as inactive or inconclusive. The order is random; about 22% have a hit in one of these screens.
SMILES,CHX counter,Shiga inhibitor,Pf growth 48h,Tb PYK inh,Pf growth 96h,AmpC inh no detg,LmPK inh
Nc1ccccc1SC1CC(=O)N(c2ccc3c(c2)OCO3)C1=O (centres undefined),12,34,35%[activator],3%,-13%,-6%,10%
Cc1cc(OC(=O)c2ccc(C(C)(C)C)cc2)c([N+](=O)[O-])c(=O)[nH]1,-3,-10,-7%,0%,1%,-12%,-3%
CC(C)(O)C1=NOC(c2ccccc2)C1 (centres undefined),-2,-6,4%,-9%,-2%,-12%,4%
O=C(CCc1ccccc1)NCc1ccc(F)cc1,-1,-2,-11%,1%,0%,-3%,-2%
CCCCc1nnc(NC(=O)C(C)Sc2nc(O)c(Cc3ccccc3)c(=O)[nH]2)s1 (centres undefined),2,-19,-1%,-5%,0%,-24%,2%
Cc1ccc(NC(=O)CC2SCCNC2=O)cc1[N+](=O)[O-] (centres undefined),16*,12,6%,1%,39%[activator],-13%,-1%
CCCOc1c(Cl)cc(C(=O)NC)cc1OC,-2,-7,5%,-4%,4%,-7%,5%
CCOc1ccc(C(=O)NCC(=O)OCC(=O)N2C(C)CCCC2C)cc1 (centres undefined),-5,-13,x,-2%,-4%,-1%,1%
CCCCNC(=S)N(C)/N=C/c1ccc2c(c1)OCO2,-4,-9,31%[activator],-8%,-5%,-14%,-1%
COc1cc(C(=O)Cc2nc3ccccc3n2C)cc(OC)c1OC,8,21,u,-15%,-13%,79%[activator],3%
COc1cccc(CN(C)C(=O)c2cc(S(=O)(=O)N3CCCCCC3)ccc2OC)c1,x,x,u,4%,u,74%[activator],x
Cc1ccn(CCC(=O)N2CCCC(CCC(=O)N3CCN(c4ccccn4)CC3)C2)n1 (centres undefined),3,-3,10%,-3%,-7%,45%,0%
COc1cccc(C(C(=O)NC2CCCC2)N(C(=O)c2csnn2)C2CC2)c1 (centres undefined),-3,-5,28%,-9%,24%,-1%,-2%
C=CCn1c(C(CC)CC(C)(C)O)n[nH]c1=S (centres undefined),-4,-5,12%,-20%,0%,-8%,3%
Cc1cccc(NC(=S)NC(=O)c2cccs2)n1,24*,115*,-4%,-4%,12%,-9%,-4%

# 11 compounds from above, sorted by count of non-hydrogen atoms, descending.
SMILES,CHX counter,Shiga inhibitor,Pf growth 48h,Tb PYK inh,Pf growth 96h,AmpC inh no detg,LmPK inh
COc1cccc(CN(C)C(=O)c2cc(S(=O)(=O)N3CCCCCC3)ccc2OC)c1,x,x,u,4%,u,74%[activator],x
CCCCc1nnc(NC(=O)C(C)Sc2nc(O)c(Cc3ccccc3)c(=O)[nH]2)s1 (centres undefined),2,-19,-1%,-5%,0%,-24%,2%
COc1cccc(C(C(=O)NC2CCCC2)N(C(=O)c2csnn2)C2CC2)c1 (centres undefined),-3,-5,28%,-9%,24%,-1%,-2%
CCOc1ccc(C(=O)NCC(=O)OCC(=O)N2C(C)CCCC2C)cc1 (centres undefined),-5,-13,x,-2%,-4%,-1%,1%
COc1cc(C(=O)Cc2nc3ccccc3n2C)cc(OC)c1OC,8,21,u,-15%,-13%,79%[activator],3%
Nc1ccccc1SC1CC(=O)N(c2ccc3c(c2)OCO3)C1=O (centres undefined),12,34,35%[activator],3%,-13%,-6%,10%
CCCCNC(=S)N(C)/N=C/c1ccc2c(c1)OCO2,-4,-9,31%[activator],-8%,-5%,-14%,-1%
O=C(CCc1ccccc1)NCc1ccc(F)cc1,-1,-2,-11%,1%,0%,-3%,-2%
Cc1cccc(NC(=S)NC(=O)c2cccs2)n1,24*,115*,-4%,-4%,12%,-9%,-4%
CCCOc1c(Cl)cc(C(=O)NC)cc1OC,-2,-7,5%,-4%,4%,-7%,5%
CC(C)(O)C1=NOC(c2ccccc2)C1 (centres undefined),-2,-6,4%,-9%,-2%,-12%,4%

# The list continues:
SMILES,CHX counter,Shiga inhibitor,Pf growth 48h,Tb PYK inh,Pf growth 96h,AmpC inh no detg,LmPK inh
N#Cc1ccc(C(=O)OCC(=O)NC(=O)NCc2ccccc2)cc1,x,x,2%,0%,29%,-24%,x
Cc1cccc(C#N)c1,x,x,35%[activator],-2%,37%[activator],1%,x
CC(NC(=O)[C@H](C)NC(=O)N1CCn2c1nc1ccccc12)c1ccccc1 (some centres undefined),-3,6,1%,-3%,3%,45%,6%
O=C1CCC/C1=C\Nc1ccc(Cl)c([N+](=O)[O-])c1,9,18,14%,-1%,22%,-21%,2%
COC(=O)c1cccc(NC(=S)N2CCN(c3ccccc3F)CC2)c1,-4,-4,30%[activator],-2%,40%[activator],-14%,0%
Cc1ccccc1/C=N/NC(=O)CSc1nc2ccccc2o1,24*,93*,191%[activator],-2%,297%[activator],-45%,6%
O=C(COc1ccc(Cl)cc1)N1CCN(C(=O)c2ccccc2F)CC1,-7,-4,13%,-4%,37%,13%,-4%
COc1ccc2nc(C)cc(SCC(=O)NNC(=O)COc3ccc(C)cc3)c2c1,1,-8,-3%,x,u,-4%,0%
S=C(N/N=C/c1ccc2c(c1)OCO2)NC1CC2CCC1C2 (centres undefined),35*,63*,2.1µM*,1%,2.6µM*,-39%,1%
FC(F)(F)c1ccccc1NC(=S)Nn1cnnc1,-4,-11,-2%,5%,76%[activator],-34%,-5%
O=C(Nc1ccc(NC(=O)c2cc3ccccc3o2)cc1)c1ccco1,1,42,0%,0%,0%,-45%,-1%
Cc1cc(Nc2ccc(O)cc2)ccc1N,x,x,u,x,u,-22%,x
CCn1ncc(/C=C/C(=O)Nc2c(C)nn(CC)c2C)c1C,-5,-3,-1%,0%,47%[activator],-18%,-6%
COc1ccccc1NC(=S)N1CCCc2ccccc21,5,6,80%[activator],-5%,84%[activator],-18%,2%
COc1cc(OC)cc(C(=O)NCCOc2ccccc2)c1,31*,77*,x,-1%,35%[activator],-19%,-3%
CC1CN(C(=S)SCCN2C(=O)CCC2=O)CC(C)O1 (centres undefined),-1,2,20%,-8%,u,-1%,4%
N/C(=N\OC(=O)CN1C(=O)c2ccccc2C1=O)c1ccc(Br)cc1,-4,-8,32%,4%,4%,-11%,0%
CCCCn1c(N)c(N(CC)C(=O)CCc2ccccc2)c(=O)[nH]c1=O,-1,-12,12%,-2%,22%,-8%,-2%
O=C(c1cc(-c2cccs2)nc2ccccc12)N1CCN(c2ccccc2)CC1,6,-3,u,-6%,u,-16%[11.4 µM],3%
O=C1c2ccccc2NC(c2ccccc2)N1c1ccc(O)cc1 (centres undefined),-2,36,2%,1%,-23%,-45%,3%
Nc1nc(CCl)nc(Nc2ccccc2)n1,36*,71*,-29%,2%,-55%,-40%,-2%
O=C(/C=C/c1ccc([N+](=O)[O-])cc1)NCCSc1ccccc1,6,-1,-29%,0%,-5%,-26%,4%
CCC(C)[C@H](NC(=O)N1CCN(c2cccc(C(F)(F)F)c2)CC1)C(=O)OC (some centres undefined),-5,-5,x,4%,5.2µM*,108%[activator],0%
CCOC(=O)NNC(=O)C12CC3CC(CC(C3)C1)C2,-2,-5,u,8%,18%,-11%,-6%
C[C@H](NC(=O)c1nc[nH]c1C(=O)NCc1ccccc1)c1ccccc1,x,x,0%,3%,-1%,14%,x
COc1ccccc1C(=O)NC(=S)Nc1cccnc1Cl,18*,24,244%[activator],4%,-17%,-16%,-13%
COc1ccccc1C(=O)NCCn1ccc2ccccc21,0,66,u,2%,56%[activator],-24%,4%
CCN(C(=O)COC(=O)c1cc(S(=O)(=O)N2CCOCC2)c(Cl)cc1Cl)C1CCS(=O)(=O)C1 (centres undefined),0,-9,-21%,-5%,14%,40%,0%
CNS(=O)(=O)c1cccc(C(=O)NCC(C)(C)N2CCCCC2)c1,-3,-21,17%,-2%,28%,-16%,3%
COc1cc(CNCCNC(=O)c2nonc2N)ccc1OCc1ccc(Cl)cc1,1,3,u,3%,-5%,6%,-1%
COc1ccccc1OC(=O)c1ccc(SC)cc1OC,14*,15,-7%,0%,x,37%,3%
Cc1cc(-c2nnc(CCC(=O)N(C)CCc3ccccc3)o2)no1,19*,74*,25%,-1%,9%,0%,-1%
CC1CCN(S(=O)(=O)c2cc(C(=O)Nc3ccccn3)ccc2Br)CC1,x,x,u,-3%,u,-35%,x
O=C(/C=C/c1ccco1)Oc1cc(Br)cc(/C=N/NC(=O)c2ccccc2O)c1,39*,22,1.9µM*,2%,30%,-32%,6%
COc1ccc(/C=C2\SC(=O)N(CCC(=O)N(C)C3CCS(=O)(=O)C3)C2=O)cc1 (centres undefined),15,5,0%,-5%,u,97%[activator],7%
CCOC(=O)c1c(NC(=O)C2CC(Cl)=CCC2C(=O)O)sc2c1CCCCC2 (centres undefined),-1,-35,15%,-2%,11%,-25%,-7%
O=C(O)c1ccccc1S(=O)(=O)CC(=O)N1CCCCC1,-3,-13,51%[activator],0%,-5%,-25%,3%
CC1CN(c2ccccc2)C(=O)CS1 (centres undefined),-4,-16,13%,6%,x,-26%,-2%
O=S1(=O)NC(CC2=CCCCC2)C2CCCCC2O1 (centres undefined),-3,-4,7%,0%,-4%,-41%,-1%
CN(C(=O)CSc1nnc(C2CC2)n1C)C1CCCc2ccccc21 (centres undefined),x,x,u,-10%,-44%,-2%,x
O=C(CC1(O)C(=O)N(Cc2ccccc2Cl)c2ccccc21)c1ccco1 (centres undefined),-3,-13,-18%,-1%,-30%,-27%,6%
CC(=O)c1cccc(NC(=O)CSc2nnc(-c3ccc(S(=O)(=O)N4CCCC4)cc3)o2)c1,-5,-3,u,4%,-1%,-19%,0%
CCOc1ccc(CNC(=O)CN2C(=O)CSc3ccc(S(=O)(=O)N4CCOCC4)cc32)cc1OC,-3,-4,13%,5%&4%,u,22%,-1%
COc1ccc(C(CNC(=O)c2cccc3cccnc23)N(C)C)cc1 (centres undefined),5,-6,-9%,0%,u,0%,4%
O=C1CN(C(=O)c2ccccc2)C(c2ccccc2)c2cc(Cl)ccc2N1 (centres undefined),-1,-7,u,1%,u,13%,5%
C/C(=N\NC(=S)NC1CCCCC1)c1ccccc1,12*,59,4.1µM*,-7%,u,0%,1%
